Rab2A wt mod: modulators of GTP binding to Rab2A wildtype, primary screen, biochemical, dog, bead-based flow cytometry, multiplex; 190,000 compounds, 0.19% hits; GTP binding activity, % at 10 µM; GST-Rab2 wt beads, Bodipy-GTP binding;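 active = GTP binding activity at least 20 points away from 100%, either lowered or raised; inconclusive = signal likely due to the compound's own green fluorescence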;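 note: 0% = beads with excess unlabeled GTP and 100% = no-compound control corrected for plate trend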
RGS8-Gao reg: RGS8-Galphao binding modulators, primary screen, biochemical, multiplexed bead flow cytometry. actives lie on both sides. AID 1423, 2008. 220,000 compounds, 0.34% hits. response (percent of control binding), % at 10 µM; in the data active = response below about 60% or above about 140%; inactive = in between;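 note: Galphao activated as the GDP aluminium fluoride complex binding bead-coupled RGS8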
Target sequence (P09471 whole entry, looked up): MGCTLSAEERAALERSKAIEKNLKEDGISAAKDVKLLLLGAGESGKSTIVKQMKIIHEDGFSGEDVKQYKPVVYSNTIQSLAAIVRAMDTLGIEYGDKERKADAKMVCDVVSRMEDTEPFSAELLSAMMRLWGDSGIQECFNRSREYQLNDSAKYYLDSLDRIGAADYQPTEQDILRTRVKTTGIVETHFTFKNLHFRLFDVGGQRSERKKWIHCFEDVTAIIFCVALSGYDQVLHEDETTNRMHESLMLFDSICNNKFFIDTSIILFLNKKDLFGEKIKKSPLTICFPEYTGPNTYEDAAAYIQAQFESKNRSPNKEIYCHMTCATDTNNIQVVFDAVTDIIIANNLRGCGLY
Rac1 wt GTP bind: wildtype Rac1 GTP binding modulators, primary screen, biochemical, GST-Rac1 beads, flow cytometry, multiplex; Ras-related C3 botulinum toxin substrate 1 (Homo sapiens), P63000; fluorescent GTP binding; actives lie on both sides; 0 = cold GTP competed, 100 = untreated; GTP binding activity (% of control), % at 10 µM; 190,000 compounds, 0.27% hits;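 active = GTP binding activity at least 20 points away from the 100% control level, either lower or higher; inconclusive = compound flagged as likely green fluorescent, judged across all proteins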
Cdc42 wt GTP: modulators of GTP binding to wildtype Cdc42, primary screen, biochemical, multiplex bead flow cytometry, Bodipy-GTP; GST-Cdc42 beads; actives lie on both sides; AID 761, 2007; 190,000 compounds, 0.2% hits; percent activity (GTP binding), % at 10 µM; Cell division control protein 42 homolog (Homo sapiens), P60953;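 active = percent activity GTP binding at least 20 points away from the 100% baseline, either down as inhibitor or up as activator; inconclusive = compound flagged as likely green fluorescent from well-wide comparison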;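 note: median bead fluorescence of bound Bodipy-FL-GTP at 100 nM; 0% = excess unlabeled GTP control and 100% = no compound control; below 100% means less GTP binding so inhibitor and above means activator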
Target sequence (P60953 whole entry, looked up): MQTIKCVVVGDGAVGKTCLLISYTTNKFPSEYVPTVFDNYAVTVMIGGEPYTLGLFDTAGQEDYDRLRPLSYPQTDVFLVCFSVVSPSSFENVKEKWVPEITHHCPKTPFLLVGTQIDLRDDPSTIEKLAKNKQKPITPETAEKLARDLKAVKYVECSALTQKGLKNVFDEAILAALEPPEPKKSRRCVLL
Pf gamet viab: late stage P. falciparum gametocyte viability inhibitors, primary screen, ATP luminescence, HTS; inhibition, % at 10.9 µM; 150,000 compounds, 0.065% hits; P. falciparum stage V gametocytes, 24 h;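 active = inhibition above the mean plus 3 SD of compounds within the control limits, set per campaign, cut at about 38% in these data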;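 note: 0% = DMSO wells and 100% = medium only without gametocytes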
Mcl1 Bid PPI: Mcl-1/Bid binding inhibitors, primary screen, biochemical, TR-FRET, 1536-well | inhibition, % at 21.7 µM | 220,000 compounds, 0.97% hits | TR-FRET Mcl-1/Bid-Dy647 peptide binding | Induced myeloid leukemia cell differentiation protein Mcl-1 (Homo sapiens), Q07820 | AID 1021, 2008;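 active = compounds that cut the binding signal by more than half at the single screening dose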;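 note: His-tagged Mcl-1 with europium anti-His antibody binding Bid BH3 peptide; 0% = Mcl-1 plus peptide wells and 100% = peptide-only wells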
Target sequence (Q07820 whole entry, looked up): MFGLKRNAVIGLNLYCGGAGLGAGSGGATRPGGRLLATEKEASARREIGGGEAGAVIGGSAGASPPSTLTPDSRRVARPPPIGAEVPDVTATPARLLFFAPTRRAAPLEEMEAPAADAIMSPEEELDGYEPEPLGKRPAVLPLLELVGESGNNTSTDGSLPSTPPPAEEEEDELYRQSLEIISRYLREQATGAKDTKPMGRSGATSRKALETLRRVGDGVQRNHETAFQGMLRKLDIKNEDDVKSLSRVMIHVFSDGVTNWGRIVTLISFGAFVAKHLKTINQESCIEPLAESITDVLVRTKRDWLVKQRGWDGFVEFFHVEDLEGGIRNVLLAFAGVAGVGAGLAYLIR
Mcl-1 Bim block: inhibitors of Bim peptide binding to Mcl-1, primary screen, biochemical, bead-based flow cytometry, multiplex; 190,000 compounds, 0.1% hits; Induced myeloid leukemia cell differentiation protein Mcl-1 (Homo sapiens), Q07820; inhibition, % at 10 µM; Bim peptide-Mcl-1 binding; in the data active = inhibition above about 40%;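 note: 0% = no compound tracer wells and 100% = peptide blocker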
Rab7 wt modul: modulators of GTP binding to Rab7, primary screen, biochemical, wildtype, multiplex bead flow cytometry. Rab7 GTPase wild type (dog), Bodipy-FL-GTP binding. GTP binding activity (percent of control), % at 10 µM. 190,000 compounds, 0.055% hits. GST-Rab7 beads, fluorescent GTP binding; actives lie on both sides; untreated = 100%, excess cold GTP = 0%;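 active = fluorescent GTP binding to Rab7 beads changed by at least 20 points from the 100% baseline, either direction, mostly lower; inconclusive = compound itself probably fluorescent, or too few beads counted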;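 note: median green fluorescence of bound Bodipy-FL-GTP per Rab7 bead population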
HRas wt GTP bind: modulators of GTP binding to HRas wildtype, primary screen, biochemical, bead-based flow cytometry, multiplex | GTPase HRas (Homo sapiens), P01112 | GST-Ras wt beads, Bodipy-FL-GTP binding; actives lie on both sides | GTP binding activity, % at 10 µM | 190,000 compounds, 0.14% hits | AID 759, 2007;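 active = GTP binding activity at least 20% away from the 100% baseline, either lowered as inhibitor or raised as activator; inconclusive = flagged as likely green fluorescent, judged across all proteins in the well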;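 note: 0% = unlabeled GTP competition control and 100% = no-compound control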
Target sequence (P01112 whole entry, looked up): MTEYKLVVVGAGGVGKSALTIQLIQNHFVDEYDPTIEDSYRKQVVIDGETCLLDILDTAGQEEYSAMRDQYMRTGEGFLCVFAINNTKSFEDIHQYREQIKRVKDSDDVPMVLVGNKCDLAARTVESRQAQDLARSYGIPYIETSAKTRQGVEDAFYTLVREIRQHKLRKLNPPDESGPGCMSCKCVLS
Mcl1 Noxa PPI: Mcl-1/Noxa binding inhibitors, primary screen, biochemical, TR-FRET, 1536-well | TR-FRET Mcl-1/Noxa peptide binding, 2 h | 220,000 compounds, 1.5% hits | inhibition, % at 21.7 µM | Induced myeloid leukemia cell differentiation protein Mcl-1 (Homo sapiens), Q07820;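 active = compounds that cut the protein-peptide binding signal by more than 50% relative to plate controls in a single-dose test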;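 note: His-tagged Mcl-1 with rhodamine Noxa BH3 peptide and terbium anti-His antibody; 0% = Mcl-1 plus Noxa peptide wells and 100% = peptide-only wells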
Rac1 act GTP bind: GTP binding modulators of activated mutant Rac1, primary screen, biochemical, bead-based flow cytometry, multiplex, fluorescent GTP. Ras-related C3 botulinum toxin substrate 1 (Homo sapiens), P63000. GST-Rac1 activated beads; actives lie on both sides; 100% means binding = to untreated wells. percent activity (GTP binding), % at 10 µM. 190,000 compounds, 0.11% hits. AID 764, 2007;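 active = GTP binding at least 20 percentage points away from the 100% baseline, in either direction, so actives lie on both sides; inconclusive = Compound likely fluorescent itself, or too few beads counted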
An asterisk follows results filed as active; ? = inconclusive; . = not tested or not shown.

SMILES	Rab2A wt mod	RGS8-Gao reg	Rac1 wt GTP bind	Cdc42 wt GTP	Pf gamet viab	Mcl1 Bid PPI	Mcl-1 Bim block	Rab7 wt modul	HRas wt GTP bind	Mcl1 Noxa PPI	Rac1 act GTP bind
COc1ccc(-c2csc(/C(C#N)=C\c3cccc([N+](=O)[O-])c3)n2)cc1	98	99	101	101	.	-21	-2	96	99	-8	100
O=C(NCCc1ccccc1)C(=O)NCC(c1ccco1)N1CCOCC1 (stereo unspecified)	99	103	101	98	0	-3	0	103	99	16	97
Clc1ccc(CNCc2cccs2)cc1Cl	98	103	102	100	11	12	-1	96	99	13	100
O=C(NC1CCCC1)C1(c2ccccc2)CCN(S(=O)(=O)c2ccccc2)CC1	101	101	108	104	-41	-3	-2	100	103	-12	101
CC(C(=O)NCCN1C(=O)S/C(=C\c2cccs2)C1=O)N1C(=O)c2ccccc2C1=O (stereo unspecified)	100	98	102	101	8	-42	-9	101	102	10	98
NC(=S)Nc1cccc2cc3ccccc3cc12	?	102	?	?	-5	-62	6	?	?	31	?
OC(COCc1ccccc1)Cn1cnc2ccccc21 (stereo unspecified)	100	102	99	100	.	-12	-4	98	101	-1	99
CCNC(=O)COc1ccc(S(=O)(=O)Nc2ccccc2)cc1	98	117	97	99	.	-3	-8	98	96	-16	97
Cc1cccc(COc2ccccc2/C=N/Nc2ccc([N+](=O)[O-])cc2)c1	100	94	104	103	.	-23	1	100	101	1	99
CCc1c(C(=O)Nc2ccc(OC)cc2)[nH]c(C)c1C(C)=O	102	99	101	104	-9	-13	-6	98	102	5	100
O=C(NCCN1CCOCC1)c1cc(=O)[nH]c2ccc(Br)cc12	96	100	96	97	.	.	1	94	96	.	96
Cc1ccc(OCCCCNC2CCCCC2)c(C)c1	107	98	102	100	.	-4	0	106	102	18	98
CCNS(=O)(=O)c1ccc(NS(C)(=O)=O)cc1	96	101	100	100	-14	-20	-2	95	98	-20	96
CC(=O)N1CCCc2cc(S(=O)(=O)N(C)Cc3ccccc3)ccc21	101	101	105	102	.	-9	-1	99	101	37	101
COc1cccc(/C=N/n2c(CO)nc3ccccc32)c1OC	96	94	101	99	6	-33	-1	99	98	6	97
CCC(O)c1c(-c2ccccc2)nn(C)c1Cl (stereo unspecified)	101	103	99	98	-2	0	0	101	92	-8	96
O=c1[nH]c(-c2ccc3c(c2)OCO3)nc2c1sc(=S)n2-c1ccccc1	93	91	93	89	3	42	-1	99	95	15	90
COc1ccc(CCNS(=O)(=O)c2cccc3nsnc23)cc1OC	95	107	106	102	0	-30	-1	92	101	12	101
O=C(Nc1nnc(-c2cccs2)o1)c1cccc(C(F)(F)F)c1	94	104	95	95	.	-7	0	93	95	-61	93
Cc1cc(Cl)c(S(=O)(=O)NC(C(=O)O)C(C)C)cc1OCC(=O)NC1CCCCC1 (stereo unspecified)	101	102	104	102	23	-6	-3	103	101	2	99
Fc1ccc(N2CCN(Cc3nnc(-c4ccccc4)o3)CC2)cc1	98	101	103	99	-7	-49	-4	101	101	20	100
Cc1cc(OCCn2cc(/C(N)=N/O)c3ccccc32)ccc1Cl	105	102	105	103	.	-10	-1	112	106	7	102
C#CCOCCOCCOCCNc1nc(N2CCN(C(=O)[C@H](CCCCN)n3cc([C@@H](N)C(C)CC)nn3)CC2)nc(N2CCN(C(=O)[C@H](Cc3cc4ccccc4[nH]3)n3cc([C@@H](N)CC(C)C)nn3)CC2)n1 (stereo partly specified)	99	106	101	100	.	50	-1	96	98	34	103
Cc1c(OC(=O)c2ccc([N+](=O)[O-])cc2)c2c(c[n+]1C)COC(C)(C)OC2	103	103	102	101	.	-2	1	102	101	25	99
C/C(=N\NC(=O)C1CC1)c1cccc(NC(=O)c2cccc(Cl)c2)c1	97	100	97	96	.	-11	0	101	97	-1	95
Nc1ncnc(Nc2cccc(Cl)c2Cl)n1	98	97	96	97	.	-25	-1	106	97	3	94
CC(=O)Nc1cccn(Cc2c(Cl)cccc2Cl)c1=O	97	92	98	96	-19	-14	0	98	98	-5	95
O=C(Nc1ccccc1)c1cc(-c2ccccc2Cl)no1	99	98	102	102	2	6	-2	96	101	8	97
O=C(NC1CC1)C1=C[C@@H](C2CCCCC2)C[C@@H](OCc2ccc(CO)cc2)O1	99	95	97	96	7	-12	-1	102	98	-26	96
Cc1cc([N+](=O)[O-])nn1CC(=O)NNC(=S)Nc1ccc(Cl)cc1	102	98	98	101	.	-109	-7	101	103	-49	97
Cc1ccc2nc3sc(C(=O)Nc4c(C)[nH]c(=O)[nH]c4=O)c(N)c3cc2c1	95	99	99	101	-13	-37	-1	97	96	56*	97
COc1ccc(OC)c(NC(=O)CCc2c[nH]c3ccccc23)c1	?	100	?	?	0	-17	0	?	?	24	?
COc1ccccc1NC(=O)CC1SC(=N)N(c2ccccc2)C1=O (stereo unspecified)	103	101	100	97	16	-9	-3	108	102	18	97
COC(=O)c1c(C)[nH]c(C(=O)OCC(=O)NCC(C)C)c1C	100	94	104	100	.	-16	-2	101	98	9	100
CN(C)c1nc(-c2ccccc2)nc(-c2ccc(Cl)cc2)c1C#N	103	103	103	106	.	4	3	102	104	-4	102
Cn1cnc([N+](=O)[O-])c1Nc1ccccc1O	99	102	107	105	20	-19	0	94	102	2	99
CCOC(=O)c1ccccc1NC(=O)c1c(O)c2ccccc2n(CC)c1=O	100	99	102	99	-8	2	0	103	101	21	97
COc1ccc(Br)cc1/C=C\C(=O)NCc1cccnc1	98	101	102	94	-8	-12	-2	96	96	10	96
O=C(NCCN1CCCCCC1)C1CCN(S(=O)(=O)N2CCOCC2)CC1	94	102	93	96	.	1	-1	95	96	-4	94
Cc1c(Br)c(C(N)=O)nn1C	103	103	102	100	-20	-2	0	105	102	2	98
O=C(CN1CCN(Cc2ccc3c(c2)OCO3)CC1)Nc1ccc2c(c1)OCO2	96	103	97	97	10	-6	-2	95	97	-5	95
O=C(OCc1ccccc1Cl)c1ccc(-n2cnnc2)cc1	101	102	104	101	3	-23	-1	96	98	14	97
O=C1CCc2cc(S(=O)(=O)N3CCC(C(=O)NC4CCCCCCC4)CC3)ccc2N1	103	100	105	105	.	-14	-1	99	100	-4	102
Cc1ccc(C)n1-c1cccc(N)c1	95	82	94	96	.	-77	3	93	95	22	99
CCc1cccc(C)c1NC(=O)COn1nnc2ccc(C(F)(F)F)cc21	96	99	102	100	-25	4	-4	101	99	17	99
COc1ccccc1NC(=O)NCCCN1CCN(c2cccc(Cl)c2)CC1	102	102	102	101	.	-20	-1	99	100	0	97
CCOC(=O)CCC(=O)Nc1ccc(S(=O)(=O)N2CCCC2)cc1	101	97	100	101	0	-8	-4	103	102	-17	99
COc1cc(/C=C2\C(=O)N(c3ccc(NC(C)=O)cc3)N=C2c2ccccc2)ccc1O	90	93	88	86	-5	-16	-1	93	89	58*	87
CC1=C(C(=O)Nc2ccccc2F)C(c2cccs2)C2=C(CCCC2=O)N1 (stereo unspecified)	97	104	99	96	21	-43	-2	103	99	-9	94
CCOc1ccc(-c2c(C#N)c(N)nc3c2c(=O)n(C)c(=O)n3C)cc1OC	107	99	104	104	.	-1	-3	103	106	13	100

Continuation:
SMILES	Rab2A wt mod	RGS8-Gao reg	Rac1 wt GTP bind	Cdc42 wt GTP	Pf gamet viab	Mcl1 Bid PPI	Mcl-1 Bim block	Rab7 wt modul	HRas wt GTP bind	Mcl1 Noxa PPI	Rac1 act GTP bind
O=C(COc1ccc(Br)cc1)N/N=C1/SCC(=O)N1Cc1ccccc1	97	103	106	101	-1	4	-2	102	102	10	99
CN(C(=O)CSc1nnnn1-c1ccc(O)cc1)C1CCS(=O)(=O)C1 (stereo unspecified)	94	100	97	98	-2	-11	-2	96	95	17	98
CCOC(=O)N1CCC(Nc2c(NCCN3CCN(c4ccccc4F)CC3)c(=O)c2=O)CC1	102	101	107	103	.	-29	-1	95	101	4	99
Cc1ccc(O)c(NC(=O)CSc2ccc(Cl)cc2)c1	99	101	102	99	-19	1	1	98	100	15	95
Cc1cc2cc(C=O)c(Cl)nc2cc1C	92	103	90	93	19	-13	-1	92	93	.	92
CC(=O)CCc1c[nH]c2c(C(=O)O)cccc12	99	108	97	96	-7	-5	0	101	96	12	95
CCN(CC)C(=O)C1CCCN(Cc2sccc2C)C1 (stereo unspecified)	95	98	98	101	.	24	0	90	98	19	100
Nc1ccccc1NC1CCCCC1	91	114	89	88	7	-60	1	96	89	-11	92
CC(=O)c1ccc(NC(=O)CSC(=S)N2CCCC2)cc1	93	103	100	97	.	-20	1	96	95	-2	94
COc1ccccc1-c1cc(C(F)(F)F)nc(N2CCOCC2)n1	96	99	94	98	-20	9	0	94	96	-11	94
O=C(CCCN=C1NS(=O)(=O)c2ccccc21)OCC(=O)N1CCc2ccccc21	101	101	100	102	.	-32	1	95	101	0	98
COc1cccc(NC(=S)NCCCN2CCOCC2)c1	104	101	109	106	-13	-22	-4	102	104	2	102
Cc1ccc(N(C(=O)Cc2cccs2)C2C=CS(=O)(=O)C2)cc1Cl (stereo unspecified)	100	100	103	99	-10	5	2	107	101	20	95
Cn1cc(Cl)c(C(=O)Nc2cccc(Cl)c2Cl)n1	104	100	107	104	.	5	-6	102	102	-9	100
Cn1c(N)c(C(=O)COC(=O)c2ccc3c(c2)C(=O)N(c2ccc(Cl)cc2)C3=O)c(=O)n(C)c1=O	92	99	91	89	-23	41	8	99	91	-71	88
COc1ccc(S(=O)(=O)N(C)CC(=O)NCc2cccnc2)cc1C	101	103	103	99	6	-12	0	102	103	10	100
Cc1c(C(=O)O)c(=O)n(-c2ccccc2)n1-c1ccccc1	95	100	96	95	21	-22	0	97	94	-37	93
CCOC(=O)c1c(C)[nH]c(C)c1C(=O)COc1ncnc2cc([N+](=O)[O-])ccc12	63*	100	63*	64*	-19	-24	9	74*	70*	28	81
